# Mot1-301 SUMO: inhibitors of SUMOylation pathway: yeast Mot1-301 growth rescue; S. cerevisiae Mot1-301 growth rescue, ATP luminescence, 38.5C; percent above DMSO median, 100 means doubled; growth rescue, % at 18.8 µM; actives 1% (n = 320,000); AID 2716;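 active = every valid replicate shows activation above 250% relative to neutral control wells; inactive = the rest, any valid replicate at or below 250%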;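 also: OY570 slx delta 5 strain wells were the positive control but not used for scaling; some compounds called inactive have numbers as strong as hits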
# Ecoli viability: reduces bacterial viability in AddAB counter-screen; E. coli V3065 growth, OD600 absorbance, 18 h; inhibition, % at 11.9 µM; actives 0.27% (n = 330,000); AID 449728;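 active = inhibition above the campaign's mean inhibition across all tested compounds plus 3 SD, cut at about 9.9% in these data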;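 also: uninfected addAB+ strain grown without phage in ampicillin broth; 0% = DMSO wells and 100% = ciprofloxacin 0.95 µg/ml wells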
# DAGLB inh: blocks human DAGLB lipase activity. Q8NCG7. HEK293T DAGLB membrane lysate, EnzChek fluorogenic substrate. inhibition, % at 5.17 µM. actives 0.059% (n = 340,000). AID 504411; in the data active = inhibition above about 34%;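 also: 0% = enzyme with vehicle and 100% = wells lacking enzyme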
# AddAB inh: less growth of phage-infected E. coli with AddAB; E. coli expressing H. pylori AddAB, absorbance growth; inhibition, % at 11.9 µM; actives 0.29% (n = 330,000); AID 435030; in the data active = inhibition above about 12%;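 also: 0% = vehicle wells of infected cells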
# CDK5 p35 inh: inhibitors of human CDK5/p35 kinase; inhibition, % at 10 µM; actives 0.01% (n = 330,000); Q00535+Q15078; AID 488839; Recombinant CDK5/p35, ADP-Glo luminescence, 60 min;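 active = highest replicate inhibition of at least 50% and at least 75% of replicates reaching 50%; inconclusive = only one of the two criteria met; inactive = both criteria failed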;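 also: plate controls were DMSO neutral control for no effect and GW8510 at 10 µM for full effect; many of its hits are not listed in these tables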
# Target sequence (Q00535 whole entry, looked up): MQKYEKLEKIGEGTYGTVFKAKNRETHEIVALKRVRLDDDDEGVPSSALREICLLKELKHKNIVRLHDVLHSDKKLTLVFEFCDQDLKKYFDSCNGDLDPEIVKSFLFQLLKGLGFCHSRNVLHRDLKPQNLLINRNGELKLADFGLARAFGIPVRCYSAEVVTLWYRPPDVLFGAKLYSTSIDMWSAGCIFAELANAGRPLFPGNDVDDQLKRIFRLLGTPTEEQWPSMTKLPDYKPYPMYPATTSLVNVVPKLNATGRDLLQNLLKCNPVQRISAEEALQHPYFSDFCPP
# Target sequence (Q15078 whole entry, looked up): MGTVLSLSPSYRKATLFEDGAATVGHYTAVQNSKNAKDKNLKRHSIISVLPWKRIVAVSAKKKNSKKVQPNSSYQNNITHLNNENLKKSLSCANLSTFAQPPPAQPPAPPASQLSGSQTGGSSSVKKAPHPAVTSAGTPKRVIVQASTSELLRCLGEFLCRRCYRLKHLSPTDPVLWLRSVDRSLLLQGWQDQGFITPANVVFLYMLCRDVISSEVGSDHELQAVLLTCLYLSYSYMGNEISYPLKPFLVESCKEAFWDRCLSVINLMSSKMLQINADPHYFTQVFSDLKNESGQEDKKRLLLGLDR
# Tat transport: E. coli Tat transport inhibition | E. coli MC4100 TorA-mCherry Tat export, fluorescence | inhibition, % at 10 µM | actives 0.036% (n = 340,000);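 active = mean replicate inhibition at least 50% and at least half of replicates individually reaching 50%; inconclusive = only one of the two criteria met; inactive = neither criterion met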;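 also: exported cargo escapes ClpAP degradation while cytoplasmic cargo is degraded and loses fluorescence; 0% = median of neutral control wells and 100% = median of NaSCN control wells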
# HTR5A ag: counter-screen for OPRM1-OPRD1 agonists: human HTR5A agonism; P47898; HTR5A agonist assay, luminescence, cell-based; activation, % at 9.3 µM; actives 0.61% (n = 340,000); AID 504692; in the data active = activation mostly above about 9.5%, no sharp cut-off; inactive = mostly below about 7.6%;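 also: 0% = cells with vehicle only and 100% = reference agonist; strong numbers were not always called active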
# Target sequence (P47898 whole entry, looked up): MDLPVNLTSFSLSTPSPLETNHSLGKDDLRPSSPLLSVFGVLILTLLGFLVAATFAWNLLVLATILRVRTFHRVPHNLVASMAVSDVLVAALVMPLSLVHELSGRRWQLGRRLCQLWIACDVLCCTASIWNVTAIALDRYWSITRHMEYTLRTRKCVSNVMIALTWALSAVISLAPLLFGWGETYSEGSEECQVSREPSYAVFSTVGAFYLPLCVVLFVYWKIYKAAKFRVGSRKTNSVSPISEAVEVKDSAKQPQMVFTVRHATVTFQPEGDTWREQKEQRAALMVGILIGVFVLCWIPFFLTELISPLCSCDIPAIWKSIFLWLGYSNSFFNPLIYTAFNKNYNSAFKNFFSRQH
# HTR5A inv ag: counter-screen for OPRM1-OPRD1 inverse agonists: human HTR5A inverse agonism; HTR5A cell line, luminescence; P47898; actives 0.083% (n = 340,000); inhibition, % at 9.3 µM; in the data active = inhibition mostly above about 23%, no sharp cut-off; inactive = mostly below about 18%;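 also: 0% = cells with DMSO and 100% = no-cell wells with DMSO; some compounds called inactive have numbers as strong as hits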
# phage Ecoli inh: E. coli growth loss with phage present | AID 651602 | inhibition, % at 11.9 µM | actives 0.26% (n = 360,000) | growth absorbance; in the data active = inhibition above about 11%
# PKA-R1A activ: activates the PKA-R1A holoenzyme complex; P00514+P68181; PKA-R1A dissociation, Cy5-IP20 fluorescence polarization; scaled: DMSO 0%, 113 µM cGMP 100%; activation, % at 11.4 µM; actives 0.083% (n = 340,000);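 active = percent activation above the mean of all tested compounds plus 3 SD, cut at about 19% in these data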;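 also: higher means more PKAc released from R1A so a rise in polarization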
# PKA-R2B activ: activators of human PKA-R2B complex; activation, % at 11.4 µM; PKA-R2B holoenzyme dissociation, Cy5-IP20 fluorescence polarization; R2B truncated from residue 108, S112A mutant; 0% DMSO only, 100% 113 µM cGMP; P22694+P31323; actives 0.079% (n = 340,000);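 active = activation above a cutoff set at the mean over all compounds plus 3 SD, cut at about 18% in these data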;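 also: higher means more holoenzyme dissociation and a rise in polarization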
# Starred values were filed as active, the others as inactive; u = inconclusive; x = not tested or not shown.
Structure,CDK5 p35 inh,Tat transport,Ecoli viability,PKA-R1A activ,HTR5A ag,DAGLB inh,HTR5A inv ag,phage Ecoli inh,Mot1-301 SUMO,AddAB inh,PKA-R2B activ
CN(C)Cc1ccccc1C1(O)c2ccccc2CSc2ccccc21 (stereo not drawn),-0.1,-2,1.1,-2,0,-7,1,2.0,-18,0.9,7
COC(=O)c1ccccc1NC(=O)CSc1nnc(-c2ccc(OC)cc2)n1C,-3.1,0,-1.8,0,-3,2,-9,-0.8,-9,-0.6,-8
Cc1cc2c3c(c1)C(C)CC(C)(C)N3C(=O)C2=O (stereo not drawn),-1.6,1,-0.5,-4,-3,3,6,0.8,16,5.7,4
O=C(Nc1cccc(F)c1)C1CCCN(S(=O)(=O)c2ccccc2)C1 (stereo not drawn),-1.4,6,-0.5,-7,1,-3,-13,1.0,137,0.0,1
COc1ccc(S(=O)(=O)Nc2ccccc2C(=O)NN2CCOCC2)cc1OC,-0.9,2,0.9,-4,-4,-2,10,2.7,-2,0.7,-2
O=C(O)C1C(c2ccccc2)C(C(=O)N2CCOCC2)C1c1ccccc1 (stereo not drawn),-0.8,-5,-0.1,-5,0,0,-7,-0.3,2,2.6,2
COc1ccccc1C(O)(C(=O)NNc1ccccc1C)c1ccccc1OC,1.1,7,1.3,-5,4,0,-1,3.6,95,1.9,-8
CCc1ccc(OCC(=O)Nc2ccc(S(=O)(=O)N3CCOCC3)cc2)cc1,0.7,-2,3.7,-1,4,-1,-31,2.1,-6,1.4,-5
N#CCCn1cc(C=O)c(-c2cccs2)n1,1.0,5,-0.1,6,-5,0,8,0.8,-12,2.0,-1
O=C(CCN1C(=O)/C(=C/c2ccccc2Cl)SC1=S)NC1CCCC1,1.2,1,-1.2,-15,0,2,-2,2.0,2,4.6,5
O=c1c2cc(Br)ccc2[nH]c(=S)n1Cc1ccccc1,-0.2,-7,-4.5,-10,-1,-7,2,2.4,104,1.3,-1
Cc1ccc(/C(N)=N/OC(=O)c2ccc(Cl)cc2Cl)cc1,-0.1,3,0.1,0,-1,-3,12,2.4,7,2.1,8
Cc1nc(-c2ccc(NC(=O)c3ccccc3Br)cc2)cs1,-3.0,9,-0.2,4,2,0,-4,-1.3,132,2.6,-3
COc1ccc(C(=O)C[n+]2ccc3ccccc3c2C)cc1,-2.6,8,-0.8,-6,-5,3,-3,3.5,406,0.3,-10
COC(=O)[C@@H](NC(=O)c1ccc2c(c1)S(=O)(=O)c1ccccc1C2=O)C(C)C,0.4,10,-1.1,-1,-2,-1,-26,0.6,343,5.1,-11
COC(=O)c1ccc(CN2CCN(C(C)C)C(CCO)C2)cc1 (stereo not drawn),-5.5,32,-3.4,-5,5,2,-4,2.0,-6,5.5,11
CC1CC(C)CN(CCCNC(=O)C2CCCN(c3nnc(N4CCCC4=O)s3)C2)C1 (stereo not drawn),-0.5,3,1.4,-8,6,-1,-18,1.6,-2,-1.2,8
Cc1oc(/N=C/c2cccc([N+](=O)[O-])c2)c(C#N)c1C,1.0,-1,-1.0,-4,1,4,5,-0.9,0,0.4,-5
CCOC(=O)C1=C(C)N(CCCCCC(=O)O)C(=O)NC1c1ccc([N+](=O)[O-])cc1 (stereo not drawn),2.2,-9,-2.3,-2,-1,-4,-10,2.1,-10,-1.3,-8
O=C1C(c2ccncc2)N(CCC2=CCCCC2)C(=O)CN1C1CCCCC1 (stereo not drawn),-12,10,1.8,-1,-3,2,9,-1.0,11,3.1,5
COc1ccc(-n2c(Cc3ccccc3)nnc2SCc2ccc([N+](=O)[O-])cc2)cc1,-0.8,11,0.9,-6,1,3,-4,7.0,-7,0.5,-4
O=S(=O)(Nc1cccc(Br)c1)c1cccc2nsnc12,2.5,5,0.8,-2,-2,1,9,2.6,-10,1.0,-2
Cc1cc(NC(=O)C2CC(c3ccc(F)cc3)=NO2)no1 (stereo not drawn),-0.4,-3,-0.8,0,-6,2,17,0.1,-1,-1.5,2
CCN(CC)C(=O)c1ccc(S(=O)(=O)N2CCC(c3nc4ccccc4s3)CC2)cc1,-3.2,-3,-0.1,-5,21*,-2,-55,-1.2,-2,1.8,-5
COCCNC(=O)COc1ncnc2scc(-c3ccc(F)cc3)c12,1.1,3,0.7,-5,-1,0,21,4.4,-11,-0.5,4
O=C(Nc1ccc(Cl)cn1)c1ccc2nccnc2c1,0.4,-5,-1.4,-10,-6,0,-14,-0.4,-14,1.8,-3
CCN1CCN(CCCNC(=O)Cn2nc(C)n3nc(-c4ccccc4)cc3c2=O)CC1,-1.0,5,-2.9,-6,-1,0,-31,-0.4,11,0.7,1
Cc1noc(/C=C/N(C)C)c1S(=O)(=O)N1CCCC(C(=O)Nc2ccc3c(c2)OCO3)C1 (stereo not drawn),-9.0,-6,-1.6,0,7,7,-19,2.4,-12,-3.2,-2
CC(NS(=O)(=O)c1ccc(Br)cc1)C(c1cccs1)N1CCOCC1 (stereo not drawn),-1.4,-8,-0.1,-10,3,-8,-18,1.8,6,0.5,2
O=S1(=O)c2ccc(Br)cc2N2CCC[C@@H]2CN1C1CC1,0.2,-4,x,-12,5,-3,-19,3.5,x,x,1

# Whole records from above.
# Profile of O=S1(=O)c2ccc(Br)cc2N2CCC[C@@H]2CN1C1CC1 → CDK5 p35 inh = 0.2; Tat transport = -4; Ecoli viability = x; PKA-R1A activ = -12; HTR5A ag = 5; DAGLB inh = -3; HTR5A inv ag = -19; phage Ecoli inh = 3.5; Mot1-301 SUMO = x; AddAB inh = x; PKA-R2B activ = 1
# Profile of CCc1ccc(OCC(=O)Nc2ccc(S(=O)(=O)N3CCOCC3)cc2)cc1 → CDK5 p35 inh = 0.7; Tat transport = -2; Ecoli viability = 3.7; PKA-R1A activ = -1; HTR5A ag = 4; DAGLB inh = -1; HTR5A inv ag = -31; phage Ecoli inh = 2.1; Mot1-301 SUMO = -6; AddAB inh = 1.4; PKA-R2B activ = -5
# Profile of CCOC(=O)C1=C(C)N(CCCCCC(=O)O)C(=O)NC1c1ccc([N+](=O)[O-])cc1 (stereo not drawn) → CDK5 p35 inh = 2.2; Tat transport = -9; Ecoli viability = -2.3; PKA-R1A activ = -2; HTR5A ag = -1; DAGLB inh = -4; HTR5A inv ag = -10; phage Ecoli inh = 2.1; Mot1-301 SUMO = -10; AddAB inh = -1.3; PKA-R2B activ = -8

# (further entries)
Structure,CDK5 p35 inh,Tat transport,Ecoli viability,PKA-R1A activ,HTR5A ag,DAGLB inh,HTR5A inv ag,phage Ecoli inh,Mot1-301 SUMO,AddAB inh,PKA-R2B activ
CC(C)(C)NC(=O)C1CN(S(=O)(=O)c2ccccc2)CCN1S(=O)(=O)c1ccccc1 (stereo not drawn),-1.3,-6,-1.5,10,2,0,-17,4.1,4,-1.1,12
COc1cccc(/C=N/N2CCN(C)CC2)c1,0.9,-4,0.5,-9,0,-2,-1,1.9,-7,2.6,-5
O=C(O)C1CC1c1ccc(Br)cc1 (stereo not drawn),-1.1,3,-0.1,-15,-3,-1,9,2.5,x,0.3,-8
Cc1cc(C)c(S(=O)(=O)N2CCCCC2)c(C)c1-n1ncnn1,-1.1,-4,-1.1,-8,3,0,3,-2.2,-2,1.0,-3
CN(Cc1c(C(=O)N/N=C/c2cccc(F)c2)nnn1-c1nonc1N)c1ccccc1,-0.3,7,-1.3,-4,2,-1,-14,3.3,16,-0.1,-4
O=S(=O)(c1ccc2c(c1)OCCO2)N1CCN(c2cccc(Cl)c2)CC1,-1.2,10,2.5,4,1,-7,-27,2.8,6,3.9,4
COc1ccc(C(C)=O)cc1COC(=O)c1cc(=O)c2ccccc2o1,0.9,-2,4.8,2,-5,-1,2,1.1,490,4.8,-1
COc1ccc(C2C(C(=O)c3ccco3)=C(O)C(=O)N2CCCn2ccnc2)c(OC)c1 (stereo not drawn),-1.2,-8,-2.0,-7,2,-2,-16,1.4,-9,-1.7,4
Cn1c(Nc2ccccc2)cc(=O)n(C)c1=O,-0.5,4,1.3,8,-3,-2,12,1.4,52,-0.2,-6
O=C(COC(=O)CCSc1ccc(Cl)cc1)NCc1ccccc1,-2.2,1,0.6,-5,1,-3,15,2.5,-1,0.3,0
COc1ccc(NS(=O)(=O)c2cc(NC(=O)C(CC(C)C)NC(N)=O)ccc2N2CCOCC2)cc1 (stereo not drawn),-9.9,11,x,2,-3,1,7,2.6,x,x,-5
O=C(/C=C/c1cccc(Br)c1)N1CCN(c2ccccn2)CC1,0.4,4,-0.4,1,2,-2,-4,-0.1,59,3.4,-10
Cc1ccc(-n2c(=O)c3c4c(sc3n3c(=S)[nH]nc23)CCC4)cc1,1.8,5,-1.4,x,x,x,x,7.3,-9,-0.1,x
Cc1ccnc(NC(=O)C(C)N2C(=O)c3ccccc3S2(=O)=O)c1 (stereo not drawn),2.7,6,-0.4,-5,3,1,-8,1.3,-19,0.4,3
COC(=O)C1=C(C)N(C)C(=O)NC1c1cccc2ccccc12 (stereo not drawn),1.2,0,-0.7,-8,0,0,7,0.3,836,-0.2,-22
CCNc1c(NS(=O)(=O)c2ccc(OC)cc2)c(=O)oc2ccccc12,-0.6,u,0.8,1,1,0,-2,0.5,-5,2.3,-1
COc1ccc(N(C(=O)C(C)C)S(=O)(=O)c2cccs2)cc1,-3.2,41,-2.1,2,2,-4,-9,0.2,x,0.0,-8
Cc1nn(Cc2ccccc2)c(Cl)c1C(=O)OCC(=O)NC(=O)NC12CC3CC(CC(C3)C1)C2,0.8,-3,0.1,4,2,-1,-5,4.0,4,1.3,-12
O=C(CSc1nnc(Cc2ccccc2)o1)c1ccc2c(c1)OCO2,0.0,3,-1.1,0,-3,-1,7,2.7,19,1.2,-12
COc1ccc(NC(=O)CN(C)C(=O)c2ccc3c(c2)NC(=O)CS3)cc1,-0.3,7,0.2,-7,7,-1,-18,0.8,11,-0.3,1
O=C(CSc1ccc(Cl)cc1)NNC(=O)c1ccco1,-1.1,-1,-0.9,-1,0,-1,1,1.6,-10,-0.6,10
CCOC(=O)C1CCCN(C(=O)CCNS(=O)(=O)c2ccc(Br)cc2)C1 (stereo not drawn),-7.4,2,2.6,6,9,1,4,-2.1,1,0.9,-5
COc1ccccc1NC(=O)Cn1c(=O)c(N(C)C)c(N)n(C)c1=O,-2.7,0,0.8,3,-1,2,2,3.9,7,3.9,2
CC(=O)c1cccc(N(C(=O)CNC(=O)c2ccco2)C(C(=O)NC2CCCC2)c2ccco2)c1 (stereo not drawn),0.3,2,-0.8,-5,-7,0,-4,0.7,5,1.3,-2

# An excerpt from above in order of number of heavy atoms, rising.
Structure,CDK5 p35 inh,Tat transport,Ecoli viability,PKA-R1A activ,HTR5A ag,DAGLB inh,HTR5A inv ag,phage Ecoli inh,Mot1-301 SUMO,AddAB inh,PKA-R2B activ
O=C(O)C1CC1c1ccc(Br)cc1 (stereo not drawn),-1.1,3,-0.1,-15,-3,-1,9,2.5,x,0.3,-8
Cn1c(Nc2ccccc2)cc(=O)n(C)c1=O,-0.5,4,1.3,8,-3,-2,12,1.4,52,-0.2,-6
O=C(COC(=O)CCSc1ccc(Cl)cc1)NCc1ccccc1,-2.2,1,0.6,-5,1,-3,15,2.5,-1,0.3,0
